CIT2 TOR yeast: modulators of CIT2-GFP expression in yeast, primary screen, S. cerevisiae, GFP fusion, multiplex flow cytometry, MLPCN library | S. cerevisiae CIT2-GFP strain, 3 h; 100 means same as DMSO wells | GFP response vs DMSO, % at 10 µM | 320,000 compounds, 0.065% hits;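 active = GFP response relative to DMSO above a set limit, near the screen mean plus 3 SD, cut at about 150% in these data; inconclusive = Fewer than 70 cells measured for a yeast strain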;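 note: ratio of well median GFP fluorescence to mean of DMSO wells on the plate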
MEP2 TOR yeast: modulators of MEP2-GFP levels in yeast, primary screen, S. cerevisiae, multiplex flow cytometry, MLPCN library; S. cerevisiae MEP2-GFP strain, 3 h; 100% = DMSO control level; GFP response vs DMSO, % at 10 µM; 330,000 compounds, 0.51% hits;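 active = GFP response versus DMSO above a set limit, roughly screen mean plus 3 SD, cut at about 180% in these data; inconclusive = fewer than 70 cells counted for a yeast strain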;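 note: median GFP fluorescence of the barcode-gated MEP2-GFP cells per well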
Yeast superoxide: reduction of superoxide in aged yeast, primary screen, HTS | S. cerevisiae aged cells, superoxide DHE fluorescence; active compounds read low | superoxide response (% of plate mean), % at 10 µM | 330,000 compounds, 0.18% hits | AID 2690, 2010;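 active = superoxide response under a set limit, about three screen SD below normal, cut at about 65% in these data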;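 note: yeast aged for seven days with compound at 30 °C before DHE staining; 100% = average MFI of all compound-treated wells on the plate with controls excluded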
RPL19A-GFP yeast: RPL19A-GFP expression modulators in yeast, primary screen, cell-based, S. cerevisiae, multiplex flow cytometry, MLPCN; S. cerevisiae RPL19A-GFP strain, 3 h; active compounds read low; percent response vs DMSO, % at 10 µM; 330,000 compounds, 0.3% hits;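 active = percent response vs DMSO below 50%; inconclusive = fewer than 70 events counted for the yeast strain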;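 note: median channel GFP fluorescence of the barcoded RPL19A-GFP strain; ratio of sample median GFP to plate DMSO average so 100% = DMSO; lower means less RPL19A-GFP as with rapamycin TOR inhibition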
VLA-4 inh: inhibition in human VLA-4 binding assay, primary screen, VLA-4 allosteric modulator project, MLPCN library, flow cytometry, VLA-4 expressing cells; Integrin alpha-4 (Homo sapiens), P13612; ligand binding flow cytometry; inhibition, % (about 7 µM as worked out from the volumes in the protocol); 330,000 compounds, 0.2% hits; AID 2557, 2010; in the data active = inhibition above about 50%
Target sequence (P13612 whole entry, looked up): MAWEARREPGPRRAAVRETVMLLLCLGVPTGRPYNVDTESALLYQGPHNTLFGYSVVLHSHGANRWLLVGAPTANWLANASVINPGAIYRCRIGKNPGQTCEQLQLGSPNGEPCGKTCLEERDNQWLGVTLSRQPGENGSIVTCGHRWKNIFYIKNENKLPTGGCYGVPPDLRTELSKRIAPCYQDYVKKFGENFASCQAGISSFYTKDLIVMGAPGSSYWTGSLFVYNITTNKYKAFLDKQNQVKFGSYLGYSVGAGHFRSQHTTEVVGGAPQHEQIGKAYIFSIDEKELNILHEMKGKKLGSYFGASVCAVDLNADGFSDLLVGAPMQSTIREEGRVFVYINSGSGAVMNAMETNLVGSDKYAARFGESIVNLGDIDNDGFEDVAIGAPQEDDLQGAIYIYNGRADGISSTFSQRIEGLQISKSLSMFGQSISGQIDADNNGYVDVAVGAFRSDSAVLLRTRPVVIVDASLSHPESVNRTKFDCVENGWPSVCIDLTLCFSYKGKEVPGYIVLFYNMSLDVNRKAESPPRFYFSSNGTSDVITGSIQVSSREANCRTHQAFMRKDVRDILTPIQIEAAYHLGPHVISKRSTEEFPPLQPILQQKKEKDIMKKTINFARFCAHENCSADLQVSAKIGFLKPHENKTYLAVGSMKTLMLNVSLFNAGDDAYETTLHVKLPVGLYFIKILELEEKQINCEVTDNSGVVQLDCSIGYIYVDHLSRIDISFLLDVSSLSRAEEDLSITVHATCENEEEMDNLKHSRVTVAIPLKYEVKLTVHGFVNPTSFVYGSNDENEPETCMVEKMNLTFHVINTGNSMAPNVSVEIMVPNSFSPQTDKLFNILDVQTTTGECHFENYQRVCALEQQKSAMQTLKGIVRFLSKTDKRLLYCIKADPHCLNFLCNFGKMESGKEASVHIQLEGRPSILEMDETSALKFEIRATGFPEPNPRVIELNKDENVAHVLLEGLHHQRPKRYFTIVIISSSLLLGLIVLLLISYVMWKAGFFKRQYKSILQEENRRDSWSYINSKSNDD
AGP1 TOR yeast: modulators of AGP1-GFP expression in yeast TOR pathway, primary screen, cell-based, multiplex flow cytometry, S. cerevisiae, MLPCN library | 3 h; GFP as percent of DMSO wells | GFP response vs DMSO, % at 10 µM | AID 2066, 2009 | 320,000 compounds, 0.02% hits;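 active = GFP response relative to DMSO above a set limit, near screen average plus 3 SD, cut at about 150% in these data; inconclusive = fewer than 70 cells counted for the yeast strain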;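 note: median GFP channel fluorescence of the gated AGP1 strain per well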
GRK2 aptamer HTS: compounds blocking aptamer binding on GRK2 – biochemical, human GRK2, bead flow cytometry, HTS, primary screen | inhibition of aptamer binding, % at 10 µM | 330,000 compounds, 0.59% hits | FAM-aptamer displacement from GRK2 | Beta-adrenergic receptor kinase 1 (Homo sapiens), P25098 | AID 488847, 2010;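 active = inhibition of aptamer binding above 40%, roughly 3 SD of noise, on plates passing a quality check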;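 note: median bead fluorescence of bound FAM aptamer so fluorescent compounds give negative values; no value below 0 was filed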
LAP4 TOR yeast: modulators of LAP4-GFP expression in yeast, primary screen, S. cerevisiae, multiplex flow cytometry, MLPCN library; AID 2023, 2009; 320,000 compounds, 0.34% hits; 3 h; median GFP as percent of DMSO wells; GFP response vs DMSO, % at 10 µM;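 active = GFP response vs DMSO above a set limit, about the screen mean plus 3 SD, cut at about 150% in these data; inconclusive = under 70 cell events counted for the yeast strain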
Starred values were filed as active, the others as inactive; u = inconclusive; x = not tested or not shown; [ ] = another dose, or the depositor's remark. Compounds as they come, and some 1.7% of all compounds hit somewhere here.

SMILES	CIT2 TOR yeast	MEP2 TOR yeast	Yeast superoxide	RPL19A-GFP yeast	VLA-4 inh	AGP1 TOR yeast	GRK2 aptamer HTS	LAP4 TOR yeast
Cc1ccc(C2Cc3cc(O)c(O)cc3CN2)cc1 (stereo unspecified)	102.1	106.1	88.2	103.3	-12.5	110.0	2.0	102.9
Cn1c(CNc2ccc(Cl)cc2)nnc1SCc1ccccc1	88.9	98.0	122.9	97.7	30.3	98.2	2.0	99.9
COc1ccc(C(=O)NCC(c2ccco2)N2CCc3ccccc3C2)cc1 (stereo unspecified)	103.8	102.4	96.2	102.7	-19.2	107.0	1.0	99.5
Cc1ccc(CNC(=O)C2c3ccccc3C(=O)N(C)C2c2c[nH]c3ccccc23)o1 (stereo unspecified)	114.9	109.5	93.5	103.7	3.6	106.5	5.0	106.4
Cc1ccc(S(=O)(=O)N[C@H](C(=O)OCC(=O)NC(=O)Nc2ccc3c(c2)OCCO3)C(C)C)cc1	106.5	105.7	112.0	104.8	21.9	99.7	4.0	100.3
Cc1cc(C)c2c(n1)SCC(=O)N2CC(=O)Nc1c(C)cccc1C	102.5	106.4	89.0	100.5	-2.3	106.2	0.0	103.9
CCOC(=O)c1ccc(NC(=S)N(CCCN2CCCC2)Cc2cccs2)cc1	104.3	100.8	122.0	97.7	4.7	119.2	0.0	110.5
CCn1cc(C(=O)NCc2ccncc2)c(=O)c2cc(F)c(N3CCN(C(=O)c4ccco4)CC3)cc21	83.4	89.8	105.2	92.3	-0.1	94.5	2.0	99.1
COCCNC(=O)C1CCCN(c2ncccn2)C1 (stereo unspecified)	107.8	106.3	103.2	105.3	-5.0	104.4	4.0	104.2
Cc1cc(C)c(S(=O)(=O)N(C)CC(=O)NCc2ccccn2)c(C)c1	96.7	99.0	109.2	94.0	4.9	99.2	1.0	94.9
Cc1cccc2c3c([nH]c12)CCNC3	98.0	109.8	107.5	101.9	7.3	93.6	0.0	90.6
O=C(NCCN1C(=O)C2C3C=CC(C3)C2C1=O)Nc1ccccc1O (stereo unspecified)	98.6	93.5	112.0	100.1	-10.1	102.0	1.0	99.2
CCN(CC(=O)NCc1ccc(Cl)cc1)C(=O)CSCC(=O)Nc1cccc(C)c1	114.8	99.5	111.1	102.9	-14.0	102.5	0.0	98.4
Nc1cc(-c2nn[nH]n2)ccc1F	111.6	102.8	90.8	103.9	-10.2	97.7	2.0	102.6
O=C1OC(Nc2ccc(Br)cn2)c2ccccc21 (stereo unspecified)	90.0	106.8	96.9	101.1	0.4	98.2	0.0	104.4
CCN(CC(=O)NC(=O)NCc1ccccc1)Cc1nc2ccccc2c(=O)[nH]1	92.7	98.5	115.6	101.7	-5.5	95.9	2.0	96.7
CCOC(=O)C(NC(=O)C1CCCN1C(=O)OCc1ccccc1)C(=O)OCC (stereo unspecified)	85.6	94.5	97.9	93.8	13.7	82.0	0.0	88.1
COC(=O)c1ccc(CSc2nc3ccccc3c(=O)n2-c2cccc(OC)c2)o1	96.6	95.2	105.1	94.6	11.7	97.2	2.0	96.1
C#CCSc1nc2ccccc2n1C(=O)c1ccc(S(=O)(=O)N2CCCCC2)cc1	102.6	101.9	96.8	102.1	-10.3	102.7	2.0	97.7
N#CCCN(CCC#N)c1nncs1	95.8	95.8	100.8	89.4	-6.7	87.2	0.0	92.0
CCCCN(CCCC)CCNC(=O)c1cn(C)c2ccc(S(=O)(=O)N(C)C3CCCCC3)cc2c1=O	99.8	97.7	108.7	101.5	15.4	99.7	0.0	95.3
Cc1cc(C)cc(C(=O)Nc2ccc(NC(=O)c3cccs3)cc2)c1	91.3	101.3	108.6	111.5	6.0	u	0.0	71.4
Cc1ccccc1-n1c(C)nc2ccccc21	96.3	92.5	91.0	100.2	14.5	107.4	1.0	106.1
O=C(Nc1nccs1)c1ccccc1[N+](=O)[O-]	96.9	106.6	99.7	101.3	13.2	99.4	0.0	97.1
Cc1cccc(NC(=S)NCCc2ccccc2)c1C	101.0	108.8	93.5	95.5	3.9	91.0	0.0	96.0
CCO[C@@H]1OC(C(=O)NC2CC2)=C[C@H](C)[C@H]1CCCO	88.8	97.3	96.9	107.1	20.3	93.3	0.0	104.5
Cc1ccc(SCC(=O)Nc2cc(C)on2)cc1	103.5	104.5	99.6	99.2	6.1	106.6	0.0	90.3
COc1ccc(C)c2sc(=NC(=O)c3ccccc3)n(C)c12	90.7	105.8	103.7	94.2	-4.0	88.3	0.0	105.5
O=C(N/C(=C\c1ccc([N+](=O)[O-])cc1)C(=O)N1CCCCC1)c1ccccc1Br	101.3	99.6	117.8	101.0	5.0	94.3	1.0	94.7
O=C(CSc1nnc(COc2ccc(Cl)cc2)o1)N1c2ccccc2CCc2ccccc21	99.3	105.8	102.9	97.8	12.1	97.7	1.0	92.7
Cc1ccccc1-n1c([C@@H]2C[C@H]2c2ccccc2)n[nH]c1=S	99.9	97.9	103.1	98.4	7.2	105.2	0.0	104.1
O=C(O)COCC(=O)N1CCN(c2cc(C(F)(F)F)nc3ccccc23)CC1	99.8	101.8	89.4	98.0	0.3	90.1	1.0	91.6
O=[N+]([O-])c1cc(-c2cnc3ccccc3n2)ccc1Cl	87.5	133.2	76.1	94.9	0.0	94.3	1.0	144.6
Cc1cccc2c(N=Nc3ccc(S(=O)(=O)Nc4ccc(Cl)cc4)cc3[N+](=O)[O-])c(O)[nH]c12	88.8	109.2	99.0	96.5	-0.8	97.0	0.0	101.8
CCCNc1c(NS(=O)(=O)c2cccs2)c(=O)oc2ccccc12	95.5	100.7	96.6	96.3	16.5	98.7	0.0	98.0
CCCOc1ccc(C2C3=C(Nc4nc(N)[nH]c(=O)c42)c2ccccc2C3=O)cc1 (stereo unspecified)	102.5	97.3	105.0	99.8	6.5	98.1	14.0	88.8
CN1CCN(S(=O)(=O)c2ccc(N3CCc4ccccc4C3)nc2)CC1	94.3	102.2	101.8	95.7	0.1	105.7	0.0	105.0
Cc1ccc(C(CC(=O)N2CCNCC2)c2ccccc2)c(O)c1C (stereo unspecified)	100.9	110.7	99.4	113.7	3.5	100.0	0.0	95.0
COc1ccccc1C(=O)N/C(=C\c1ccc(Br)cc1)C(=O)NCCC(=O)O	105.2	99.2	97.5	98.6	2.6	106.7	1.0	101.3
O=C(CN1CCCCC1)N/N=C/c1cc2ccccc2nc1Cl	107.0	98.6	100.1	99.0	-2.5	99.8	0.0	106.0
Clc1ccc(OCc2nn[nH]n2)cc1	104.8	109.3	97.7	103.0	9.3	94.6	4.0	88.2
N#C/C(=C/c1ccc(N2CCCCC2)o1)C(=O)NCCc1c[nH]c2ccccc12	103.0	100.4	85.9	97.8	-13.3	97.9	0.0	96.4
Cc1ccccc1C(=O)Nc1ccccc1	103.8	113.6	92.5	99.8	6.9	100.7	0.0	121.6
COC(=O)c1c(-c2ccccc2)nn(-c2ccccc2)c1C(=O)OC	103.5	114.3	104.2	103.0	10.9	96.4	12.0	96.8
CC(C)Cn1cc(C(=O)NCCCOC(C)C)c2c3ccccc3n(C)c2c1=O	94.9	95.8	111.2	90.6	-5.8	x	0.0	98.6
C[C@H]1COC(=O)[C@@H](Cc2ccc(F)cc2)C/C=C\C[C@@H](CC(=O)NCCO)C(=O)N1	99.7	96.9	85.2	96.4	6.2	96.6	2.0	88.1
CN(c1ccccc1)S(=O)(=O)c1cccc(NC(=O)Cn2cnc3c2c(=O)n(C)c(=O)n3C)c1	99.6	105.6	107.9	103.5	x	104.5	6.0	96.5
CC(=O)c1cccc(NC(=O)CN(c2cccc(F)c2)S(C)(=O)=O)c1	105.3	108.5	101.9	99.1	3.1	108.5	0.0	103.5
O=c1[nH]c(/C=C\c2ccc(O)c(O)c2)nc(O)c1[N+](=O)[O-]	101.2	99.1	94.9	99.9	-5.7	103.6	5.0	94.5
Cc1ccc(S(=O)(=O)N2CC(C)N(C(=O)N3CCOCC3)C2C)cc1 (stereo unspecified)	104.0	106.4	99.1	101.5	4.4	101.9	0.0	108.7
O=c1c2c(nc3n1CCCCC3)sc1c(O)c(Br)ccc12	88.6	107.0	110.0	91.3	-2.1	99.1	0.0	114.6
CCOC(=O)c1nn(-c2ccccc2C)c(=O)cc1OCC(=O)Nc1cccc(OC)c1	105.2	100.6	95.6	99.8	-7.5	109.6	2.0	103.0
COc1cccc(C(=O)Nc2ccc(C3CC3(Cl)Cl)cc2)c1 (stereo unspecified)	104.0	103.3	112.0	106.3	10.2	90.5	1.0	97.7
Cc1nc2c3c(sc2c(=O)[nH]1)NC(=O)CC3c1ccccc1Cl (stereo unspecified)	95.9	108.8	93.5	99.2	4.2	99.0	2.0	106.7
COc1ccc(OCC(O)CNS(=O)(=O)c2ccc(NC(C)=O)cc2)cc1 (stereo unspecified)	143.6	112.0	108.9	94.3	8.1	112.8	0.0	105.2
Cc1ccc2occ(-c3nn[nH]n3)c(=O)c2c1	98.4	102.3	127.0	106.2	5.3	99.6	0.0	96.2
CCN(CC)S(=O)(=O)c1cccc(C(=O)/C=C2/N(C)c3ccccc3C2(C)C)c1	94.4	104.0	104.4	94.8	11.2	92.8	1.0	105.5
C=CCn1cnc2c(nnn2-c2ccc(Cl)cc2)c1=O	87.0	103.3	95.6	103.5	14.1	95.2	0.0	103.8
CN(C(=O)CSc1nnc(C(F)(F)F)n1N)C1CCS(=O)(=O)C1 (stereo unspecified)	95.6	92.5	105.7	94.4	4.0	100.0	3.0	102.9
C[C@H](NC(=O)OC(C)(C)C)c1nnc(SCC(N)=O)o1	103.0	106.3	94.8	104.3	-11.1	107.0	0.0	102.3

Later entries.
SMILES	CIT2 TOR yeast	MEP2 TOR yeast	Yeast superoxide	RPL19A-GFP yeast	VLA-4 inh	AGP1 TOR yeast	GRK2 aptamer HTS	LAP4 TOR yeast
CCc1nc(Nc2ccc(OC)c(OC)c2)c2nnn(Cc3ccccc3Cl)c2n1	105.7	128.2	109.2	98.3	8.7	x	0.0	109.6
COc1ccccc1NS(=O)(=O)c1ccc(NC(=O)c2nc3nc(C)cc(C(F)F)n3n2)cc1	u	u	112.4	u	-7.0	u	3.0	92.0[may fluoresce red and violet]
Cc1ccc(OCCC(=O)OCC(=O)NC(=O)NC2CCCCC2)cc1	87.5	89.7	118.5	94.5	-5.6	98.1	1.0	105.8
N#Cc1ccc(-c2ccc(OCC(O)Cn3nnc4ccccc43)cc2)cc1 (stereo unspecified)	79.2	87.3	109.1	94.0	-0.9	85.8	0.0	101.8
O=C(c1ccccc1F)N1CCN(CC2CC3C=CC2C3)CC1 (stereo unspecified)	104.2	102.7	88.2	98.9	0.6	105.0	0.0	100.9
Cc1ncsc1C(=O)O	98.6	98.8	108.0	102.6	14.1	92.8	0.0	90.1

Grouped by structure: the compounds so far with a CF3 group
SMILES	CIT2 TOR yeast	MEP2 TOR yeast	Yeast superoxide	RPL19A-GFP yeast	VLA-4 inh	AGP1 TOR yeast	GRK2 aptamer HTS	LAP4 TOR yeast
O=C(O)COCC(=O)N1CCN(c2cc(C(F)(F)F)nc3ccccc23)CC1	99.8	101.8	89.4	98.0	0.3	90.1	1.0	91.6
CN(C(=O)CSc1nnc(C(F)(F)F)n1N)C1CCS(=O)(=O)C1 (stereo unspecified)	95.6	92.5	105.7	94.4	4.0	100.0	3.0	102.9
